Screening results as filed in PubChem.
Vif-A3G inh – inhibitors of Vif-APOBEC3G interaction | Potency, µM (titrated, usually from 46.1 µM), inactives show at the top dose activity, negative = active, hits mostly inhibitors | Q9HC16 | HeLa A3G-eYFP + Vif (tagged APOBEC3G with the HIV-1 protein that degrades it), YFP fluorescence, overnight | hit rate 0.076% among 410,000;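 also: potency is read from the fitted curve at half-maximal effect; % is scaled to controls: 0 for no effect and ±100 for the full control effect; nearly all actives have a fitted effect of over 60% in size; hits raise eYFP signal because A3G escapes Vif-driven loss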
Target sequence (Q9HC16 whole entry, looked up): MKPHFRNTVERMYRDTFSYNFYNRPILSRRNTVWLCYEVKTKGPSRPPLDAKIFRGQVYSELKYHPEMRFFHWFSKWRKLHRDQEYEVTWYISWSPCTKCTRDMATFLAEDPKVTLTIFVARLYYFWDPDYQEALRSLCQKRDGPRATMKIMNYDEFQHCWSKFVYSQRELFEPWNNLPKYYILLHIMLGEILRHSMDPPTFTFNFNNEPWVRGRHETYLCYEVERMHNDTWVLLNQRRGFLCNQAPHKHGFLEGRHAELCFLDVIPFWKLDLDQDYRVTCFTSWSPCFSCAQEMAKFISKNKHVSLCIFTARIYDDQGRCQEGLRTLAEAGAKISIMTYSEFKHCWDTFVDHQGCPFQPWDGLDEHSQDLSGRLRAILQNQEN
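Read-out is eYFP fluorescence (Ex 488/Em 500-530) from Vif-expressing HeLa A3G-eYFP cells; more signal means A3G escaped Vif-mediated degradation. Cells plated overnight, compound pinned in, incubated overnight at 37 deg C.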
RGS4 inh – human RGS4 inhibition; P49798; Transcreener GDP fluorescence polarization, RGS4-accelerated GTP hydrolysis; Potency, µM (series often up to 114 µM), for inactives: top-dose activity change, negative = inhibition, usual class: inhibitors; hit rate 0.039% among 390,000; also: potency is read from the fitted curve at half-maximal effect; % is scaled to controls: 0 for no effect and ±100 for the full control effect; nearly all actives have a fitted effect of over 75% in size; some results filed as inactive show a strong effect at the top dose
Target sequence (P49798 whole entry, looked up): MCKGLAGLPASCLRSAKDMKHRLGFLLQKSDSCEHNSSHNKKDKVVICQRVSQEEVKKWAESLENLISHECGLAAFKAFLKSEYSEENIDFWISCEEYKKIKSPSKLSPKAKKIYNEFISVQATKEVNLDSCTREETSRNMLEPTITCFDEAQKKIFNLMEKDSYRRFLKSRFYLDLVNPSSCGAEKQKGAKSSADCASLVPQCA
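MLSMR compounds (23 nl, pin-transferred) preincubated 10 min at room temperature with a 500nM (2x) first reagent, then RGS4 at 900nM (2x) plus Transcreener GDP mix added; fluorescence polarization (620/688 nm) read before and after 90 min at 30 °C.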
mIDH1 inhibitor – inhibitors of human mutant IDH1 R132H; O75874; hit rate 0.093% among 390,000; IDH1-R132H enzyme, NADPH consumption, diaphorase/resazurin fluorescence; Potency, µM (highest dose often 76.6 µM), without a hit: at the highest dose activity change, negative = inhibition, actives largely listed as inhibitors; also: potency is read from the fitted curve at half-maximal effect; % is scaled to controls: 0 for no effect and ±100 for the full control effect; nearly all actives have a fitted effect of over 65% in size
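IDH1-R132H (0.5 ug/mL dispensed) in pH 7.5 Tris buffer was preincubated 30 min with compound, then given a substrate mix of 0.016 mM NADPH and 2 mM alpha-KG for 80 min at room temperature; remaining NADPH was read by diaphorase/resazurin fluorescence.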
USP1-UAF1 inh – USP1/UAF1 (human) deubiquitinase inhibition; O94782; recombinant USP1/UAF1, Ub-Rhodamine cleavage fluorescence; Potency, µM (top dose mostly 57.1 µM), for inactives: at the highest dose activity change, negative = inhibition, actives largely listed as inhibitors; hit rate 0.23% among 390,000; AID 743255; also: potency is read from the fitted curve at half-maximal effect; % is scaled to controls: 0 for no effect and ±100 for the full control effect; nearly all actives have a fitted effect of over 60% in size; inactives centre near -12
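In this screen, compounds sit with the deubiquitinase complex (1nM) for 15 min at room temperature before Ub-Rho is added at 150nM final. Fluorescence rise is then followed for 6 reads every 60 seconds.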
LDHA inh – inhibitors of human lactate dehydrogenase A. P00338. purified LDHA, NADH/diaphorase-resazurin fluorescence; hits give low values. activity change, % (values are at about 110 or 230 µM). hit rate 0.15% among 480,000; in the data active = activity change below about -30%; inconclusive = mostly about -25% to -30%;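 also: plate controls were DMSO wells for no effect and wells without enzyme for full effect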
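Enzyme activity of human lactate dehydrogenase 5 (2 nM; 0.06 mM NADH, 0.2 mM pyruvate, 5 min, RT) is measured via a resazurin/diaphorase fluorescence readout of residual NADH.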
Glioma ERSR ind – induces the endoplasmic reticulum stress response in human glioma cells; Potency, µM, for inactives: top-dose activation, usual class: activators; hit rate 0.02% among 420,000; AID 602332; U87-MG GRP78 promoter luciferase reporter, 16 h; also: potency is read from the fitted curve at half-maximal effect; series mostly up to about 76 µM; % of control where 0% means no effect; nearly all actives have a fitted effect of over 35% in size
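ERSR induction read as luciferase luminescence (Bright-Glo, 10 min at room temperature) in stably transfected human U87-MG glioma cells exposed to compounds for 16 h, using GRP78 as sensor.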
TrxR1 substrate – rat thioredoxin reductase 1 substrate activity; O89049; purified TrxR1 substrate turnover, NADPH consumption readout; Potency, µM (top dose mostly 114 µM), for the others: top-dose activity change, negative = substrate turnover; hit rate 0.01% among 390,000; AID 588456; also: potency is read from the fitted curve at half-maximal effect; % is scaled to controls: 0 for no effect and ±100 for the full control effect; nearly all actives have a fitted effect of over 50% in size
Target sequence (O89049 whole entry, looked up): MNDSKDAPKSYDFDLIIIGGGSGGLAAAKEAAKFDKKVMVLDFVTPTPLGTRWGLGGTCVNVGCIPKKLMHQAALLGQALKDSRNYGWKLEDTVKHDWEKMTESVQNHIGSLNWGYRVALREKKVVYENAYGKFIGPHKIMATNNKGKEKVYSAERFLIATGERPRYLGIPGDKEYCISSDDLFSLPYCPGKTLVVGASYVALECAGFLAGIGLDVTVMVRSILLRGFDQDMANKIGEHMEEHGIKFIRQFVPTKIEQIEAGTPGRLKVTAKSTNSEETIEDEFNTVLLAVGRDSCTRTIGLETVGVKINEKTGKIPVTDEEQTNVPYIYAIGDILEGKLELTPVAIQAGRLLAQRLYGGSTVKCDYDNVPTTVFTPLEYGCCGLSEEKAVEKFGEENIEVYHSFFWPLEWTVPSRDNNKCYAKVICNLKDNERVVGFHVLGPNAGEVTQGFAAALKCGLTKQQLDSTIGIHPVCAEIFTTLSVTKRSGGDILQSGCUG
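Rat TrxR1, dispensed at 90 nM, was prereduced with 400 uM NADPH (final) for 5 min at ~22 deg C, then incubated with compound 15 min before 400 uM selenite. A first-read NADPH fluorescence drop versus no-compound background flagged substrates.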
rTrxR1 inhibitor – inhibitors of rat thioredoxin reductase 1. recombinant rTrxR1, NADPH fluorescence consumption, selenite substrate. AID 588453. Potency, µM (top dose mostly 114 µM), for the others: at the highest dose activity change, negative = inhibition, hits mostly inhibitors. hit rate 1% among 390,000; also: potency is read from the fitted curve at half-maximal effect; % is scaled to controls: 0 for no effect and ±100 for the full control effect; nearly all actives have a fitted effect of over 65% in size
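Rat TrxR1 (90 nM in the dispensed reagent) was pre-reduced with 400 uM NADPH for 5 min at room temperature, then incubated with compound for 15 min. After 400 uM selenite was added, NADPH fluorescence (Ex 340/Em 450 nm) was followed for 8 min.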
Vif-A3F inh – blocks the Vif interaction with APOBEC3F. HeLa A3F-eYFP + Vif (tagged APOBEC3F with the HIV-1 protein that degrades it), YFP fluorescence increase. Potency, µM (doses to about 46.1 µM), for the others: at the top dose activity, negative = active. hit rate 0.2% among 390,000. AID 602313; also: potency is read from the fitted curve at half-maximal effect; % of control where 0% means no effect; nearly all actives have a fitted effect of over 65% in size
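Fluorescence increase (Ex 488/Em 500-530) after overnight compound treatment at 37 deg C flags inhibition of Vif-driven A3F-eYFP loss in stable HeLa A3F-eYFP/Vif cells seeded overnight beforehand.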
An asterisk follows results filed as active; ? = inconclusive; nt = not tested or not shown; & = joins results of further samples; [ ] = remark or other dose. Unless noted, calls follow the shape of the dose curve; as a rule, active = well fitted curve in the direction sought with a large enough effect; inconclusive = small, poorly fitted or top-dose-only effect, or another doubt; inactive = no such curve, though single readings can be large; an effect the other way counts as inactive or inconclusive. Not all compounds are listed (hit frequency here may not be typical).

SMILES | Vif-A3G inh | RGS4 inh | mIDH1 inhibitor | USP1-UAF1 inh | LDHA inh | Glioma ERSR ind | TrxR1 substrate | rTrxR1 inhibitor | Vif-A3F inh
COc1cc2[nH]c(C(=O)N3CCN(c4ccccc4F)CC3)cc2c(OC)c1OC | 0% | -24% | -4% | -24% | 0 | -6% | -5% | 0% | -6%
CN(C)S(=O)(=O)c1ccc(C(=O)Nc2ccccc2C(=O)O)cc1 | -1% | -7% | 7% | -1% | -14 | 2% | -3%[57.1 µM] | -13%[57.1 µM] | -4%
O=C(CN1CCC(Cc2ccccc2)CC1)NC(=O)NCc1ccco1 | 0% | 5% | -3% | 1% | 4 | -3% | -7% | -17% | 3%
Cc1ccccc1OCC(O)Cn1nnc2ccccc21 (stereo not given) | 1% | -30% | 5% | -16% | 4 | 5% | -3% | 6% | nt
CCC(C)C(=O)NCCc1ccc(S(N)(=O)=O)cc1 (stereo not given) | 0% | 2% | 7% | -14% | -2 | -6% | 2% | 6% | -11%
O=C(Nc1cccc2cccnc12)c1cccs1 | -5% | -12% | nt | nt | -3 | 4% | 9%[0.457 µM] | -10% | nt
Cc1ccc(CS(=O)Cc2ccc(C(=O)NCc3cccs3)o2)cc1 (stereo not given) | 0% | 12% | -2% | -10% | 0 | -4% | -1% | -12% | -2%
COc1ccc(C)cc1S(=O)(=O)N1CCOCC1 | 3% | ? | 2% | -15% | -9 | 2% | 4% | 17%[57.1 µM] | 9%
Cc1cc(C)c2c(n1)sc1c(=O)[nH]c(SCc3ccccc3)nc12 | -1% | -40% | 6% | -11% | -3 | 0% | 12%[57.1 µM] | 7%[57.1 µM] | 8%
COc1cc(C)c(NC(=O)COc2ccc3c(c2)CCC3)cc1OC | 1% | -6% | 11% | -17% | 1 | 2% | -7% | -4% | 3%
O=c1[nH]cccc1-c1nc2ccccc2n1Cc1cccc(F)c1 | 2% | 2% | 5% | -6% | -3 | -4% | 78%[activator][57.1 µM] | 14%[57.1 µM] | 14%
O=c1oc2ccccc2c(N2CCC(c3ccccc3)CC2)c1[N+](=O)[O-] | 0% | -1% | 2% | -14% | -4 | -3% | 4%[57.1 µM] | 8%[57.1 µM] | -15%
Cc1c(C)n(C(=O)CN2CCC(C)CC2)c2ccccc12 | 2% | 6% | 4% | -1% | -4 | -1% | 8%[57.1 µM] | 17%[57.1 µM] | -16%
C=CCOc1c(Cl)cc(CNn2cn[nH]c2=S)cc1OC | -3% | -13%[56.9 µM] | 13% | -23% | -15 | 9% | 0% | -27% | -2%
Cc1ccc(CSc2nc3ccccc3c3nc(CCn4c(C)nc5ccccc54)nn23)cc1 | -1% | 31% | 12% | -34% | 3 | 2% | 1%[57.1 µM] | 9%[57.1 µM] | 1%
COc1cc(OC)c(NC(=O)C2CC(=O)N(c3ccc4c(c3)OCCO4)C2)cc1Cl (stereo not given) | -1% | -2% | 5% | -15% | -3 | -4% | -2% | 1% | -4%
CC(=O)Nc1ccc(-c2cc(C(=O)O)c3c(-c4ccccc4)[nH]nc3n2)cc1 | -4% | 8% | -11% | -6% | -5 | -4% | 60%[activator] | -18% | -2%
Cc1cc(NC(=O)c2ccccc2Oc2ccccc2)no1 | 1% | 0% | -2% | -7% | 0 | -4% | -1% | -8% | 0%
COC(=O)NCC(c1cccnc1)N1CCOCC1 (stereo not given) | -2% | -10% | 10% | -17% | 0 | -4% | 14%[57.1 µM] | 12%[57.1 µM] | -3%
N=C1CCCN1CC(=O)c1ccc(Br)cc1 | -3% | -9% | 4% | -9% | -2 | 7% | 5%[57.1 µM] | 4% | 0%
O=C(NC1CCCCC1)c1ccc(CS(=O)Cc2ccc(Cl)cc2)o1 (stereo not given) | 3% | 27% | -6% | -24% | -3 | -1% | -1% | -9% | -4%
CCN(CC)S(=O)(=O)c1cccc(-c2nnc(SCCCC(=O)c3ccc(F)cc3)o2)c1 | 1% | 16% | -1% | -20% | 0 | -2% | 3% | 9% | 2%
COc1ccc2oc(C(=O)N3CCc4ccccc43)c(C)c2c1 | -8% | -30% | 0% | -22% | 1 | -11% | 4% | 22% | -1%
Cc1nnc2ccc(-c3cccc(NC(=O)Cc4cccs4)c3)nn12 | -12% | -9% | -1% | -21% | -8 | -3% | 2% | 7% | 7%
CC1N(O)C(C)(C)C(c2ccccc2)=[N+]1[O-] (stereo not given) | 4% | 27% | 7% | 3% | -8 | 0% | -10% | -14% | nt
NC(=O)CN1CCN(CCN2C(=O)c3cccc4cccc(c34)C2=O)CC1 | 3% | 20% | -1% | -12% | -2 | -3% | 5% | 15% | -4%
CCOC(=O)c1cnn(-c2ccc([N+](=O)[O-])cc2)c1N | 2% | 5% | 15% | -18% | -3 | 0% | 0% | 18% | -3%
C=C(C)CSc1nc2sc3c(c2c(=O)n1-c1ccccc1)CC(C(C)C)OC3 (stereo not given) | 4% | 13% | 0% | -28% | -21 | -1% | -2% | 6% | 3%
COc1ccc(C(=O)c2c3ccc([N+](=O)[O-])cc3[n+]([O-])n2CCCN)cc1 | ? | -38% | 10% | ? | 12 | -2% | -7%[57.1 µM] | ? | -4%
CN(Cc1ccccc1)C(=O)c1cccc(NC(=O)Cc2cccc([N+](=O)[O-])c2)c1 | 2% | 4% | 3% | -18% | 2 | -4% | -9% | -4% | 1%
O=C(NCc1ccc(F)cc1)c1cc2ccccn2n1 | -8% | 0% | -5% | -3% | -5 | 1% | 8%[57.1 µM] | -2%[57.1 µM] | -2%
C=CCn1c(SCC(=O)Nc2cc(C)c(Cl)cc2OC)nnc1-c1ccco1 | -6% | -13% | 15% | -21% | -4 | -2% | 2% | 17% | -4%
COc1ccccc1NC(=O)CSC1=Nc2ccccc2C2=NC(Cc3ccccc3)C(=O)N12 (stereo not given) | -1% | -22% | 11% | -15% | 7 | -2% | -3%[57.1 µM] | 2%[57.1 µM] | 0%
CCN(CC)S(=O)(=O)c1ccc(C(=O)NNC(=O)C2CCN(S(=O)(=O)c3ccc(Cl)cc3)CC2)cc1 | -20% | 5% | 0% | -7% | -12 | -3% | -10% | -3% | -14%
CCc1cccc(NC(=O)Cc2nc(-c3ccc(OC)cc3)no2)c1 | 1% | -16% | 26% | -10% | 1 | -5% | -4% | 6% | 3%
CCOCCc1nn2c(=O)cc(COC(=O)c3cccc(C)c3)nc2s1 | -4% | 13% | -2% | 1% | -1 | -2% | 2%[57.1 µM] | 5%[57.1 µM] | -10%
CCC(C)C(NC(=O)OC(C)(C)C)C(=O)NC1COC2CC(n3cc(C)c(=O)[nH]c3=O)OC12 (stereo not given) | -3% | -3% | nt | nt | nt | -3% | 2% | 7% | nt
Cc1cc(=O)c2ccc3ccccc3c2[nH]1 | 2% | -37% | 5% | -16% | 1 | -4% | 12% | 3% | 2%
O=C(Nc1nc(-c2cccs2)cs1)c1ccc(Cl)cc1 | -10% | 7%[11.4 µM] | 5% | -3% | -6 | 5% | 4%[57.1 µM] | 8%[57.1 µM] | -5%
Cc1ccc(Nc2cc(C)c(C#N)c3nc4ccccc4n23)c(C)c1 | -1% | -29% | 40µM* | -11% | -2 | -2% | 9% | ? | 2%
COc1ccc2nc(Nc3nc(CSc4ccc(C)cc4)cc(=O)[nH]3)nc(C)c2c1 | 0% | -5% | 2% | -11% | -4&1 | -1% | 10% | 14%[57.1 µM] | ?
C[n+]1cnc(-c2ccccc2)cc1-c1ccccc1 | 1% | -14% | -1% | 2% | -49* | 4% | -7% | -21% | 2%
Cn1nnnc1SCCNCC#Cc1ccccc1 | 2% | -4% | 3% | 4% | -1 | 0% | -10% | -9% | -8%

Seven records picked at random from those above:
SMILES | Vif-A3G inh | RGS4 inh | mIDH1 inhibitor | USP1-UAF1 inh | LDHA inh | Glioma ERSR ind | TrxR1 substrate | rTrxR1 inhibitor | Vif-A3F inh
O=C(NCc1ccc(F)cc1)c1cc2ccccn2n1 | -8% | 0% | -5% | -3% | -5 | 1% | 8%[57.1 µM] | -2%[57.1 µM] | -2%
CCc1cccc(NC(=O)Cc2nc(-c3ccc(OC)cc3)no2)c1 | 1% | -16% | 26% | -10% | 1 | -5% | -4% | 6% | 3%
Cc1cc(=O)c2ccc3ccccc3c2[nH]1 | 2% | -37% | 5% | -16% | 1 | -4% | 12% | 3% | 2%
Cc1ccc(Nc2cc(C)c(C#N)c3nc4ccccc4n23)c(C)c1 | -1% | -29% | 40µM* | -11% | -2 | -2% | 9% | ? | 2%
O=C(Nc1nc(-c2cccs2)cs1)c1ccc(Cl)cc1 | -10% | 7%[11.4 µM] | 5% | -3% | -6 | 5% | 4%[57.1 µM] | 8%[57.1 µM] | -5%
CCOCCc1nn2c(=O)cc(COC(=O)c3cccc(C)c3)nc2s1 | -4% | 13% | -2% | 1% | -1 | -2% | 2%[57.1 µM] | 5%[57.1 µM] | -10%
C[n+]1cnc(-c2ccccc2)cc1-c1ccccc1 | 1% | -14% | -1% | 2% | -49* | 4% | -7% | -21% | 2%
